High-throughput results (PubChem)
M. tuberculosis GlmU = inhibition of mycobacterial GlmU enzyme – biochemical, glucosamine-1-phosphate acetyltransferase (AID 1376) | inhibition, %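 (tested at 30 µM in the primary screen)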; hits with a dose series show IC50 in µM | 0.25% of 220,000 active | M. tuberculosis GlmU acetyltransferase enzyme assay; higher % means a stronger effect; in the data active means inhibition above about 13%; inconclusive means no clear call, values can overlap the other calls;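 further: 0% = complete reaction with vehicle and 100% = reaction without substrate; strong numbers were not always called active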
RmlCD inh 1536 = M. tuberculosis RmlC/RmlD inhibition; 0.03% of 160,000 active; P9WH09+P9WH11; RmlC+RmlD coupled enzyme assay, percent inhibition; primary screen in compound mixtures; inhibition, % at 3.6 µM; in the data active means inhibition mostly above about 34%, no sharp cut-off; inconclusive means no clear call, values can overlap the other calls; inactive means mostly below about 22%; further: some results filed as inactive read as strong as hits
Target sequence (P9WH09 whole entry, looked up): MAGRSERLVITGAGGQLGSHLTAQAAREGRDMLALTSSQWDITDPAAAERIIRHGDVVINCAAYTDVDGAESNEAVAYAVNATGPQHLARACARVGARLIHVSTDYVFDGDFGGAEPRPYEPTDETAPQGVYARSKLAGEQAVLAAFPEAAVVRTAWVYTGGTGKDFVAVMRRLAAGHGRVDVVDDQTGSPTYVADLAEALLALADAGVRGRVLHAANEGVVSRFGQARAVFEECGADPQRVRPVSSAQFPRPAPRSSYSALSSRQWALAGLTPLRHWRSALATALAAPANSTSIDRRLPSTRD
Target sequence (P9WH11 whole entry, looked up): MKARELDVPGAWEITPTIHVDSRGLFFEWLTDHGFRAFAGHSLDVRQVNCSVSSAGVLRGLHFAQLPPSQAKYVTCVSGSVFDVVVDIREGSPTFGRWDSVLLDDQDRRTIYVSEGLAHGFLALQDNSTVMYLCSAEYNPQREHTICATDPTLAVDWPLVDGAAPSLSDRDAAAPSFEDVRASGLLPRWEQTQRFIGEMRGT
Starred values were filed as active, the others as inactive; u = inconclusive; x = no result given; & = joins results of further samples.

SMILES	M. tuberculosis GlmU	RmlCD inh 1536
CN(C)c1ccc(P(=O)(OCc2ccccc2)C(O)c2ccccc2)cc1 (centres undefined)	4.4%	-11
O=C(CN1C(=O)CSc2ccc(S(=O)(=O)N3CCCCC3)cc21)NCc1cccnc1	1.5%	x
Cc1ccc(OCc2ccc(C(=O)Nc3nc4ccccc4n3Cc3ccccc3)o2)c([N+](=O)[O-])c1	-4.4%	-7
CC(C)(C)n1nnnc1CN1CCSCC1	2.1%	u
CCSc1nnc(NC(=O)CSc2nnc(CNC(=O)c3ccc(OC)cc3)o2)s1	3.5%	2
C=CCSc1nnc2c(n1)OC=Nc1ccc(Br)cc1-2	0.5%	x
O=C(Nc1ccc(O)cc1)c1cc(S(=O)(=O)N2CCCC2)ccc1Cl	3.9%	-6
Cc1ccc(S(=O)(=O)N2CCCC(NC(=O)N3CCN(c4ccccc4)CC3)C2)cc1 (centres undefined)	1.3%	x
Cc1ccc(C(OC(=O)c2ccco2)C(=O)NCc2cccs2)cc1 (centres undefined)	-2.7%	5
CCCCC(C(=O)NC(=O)NCc1ccccc1)N1C(=O)c2ccccc2C1=O (centres undefined)	0.5%	9
CCOC(=O)c1c(-c2ccc(OC)cc2)csc1NC(=O)CCN1CCOCC1	0.5%	x
Cc1ccc(N=C2NC(=O)/C(=C/c3cccs3)S2)cc1C	1.1%	-11
S=c1nc[nH]c2c1cnn2-c1ccccc1	2.9%	-9
CCOc1ccc(C2C=C(c3ccc(F)cc3)Nc3ncnn32)cc1 (centres undefined)	1.2%	x
O=C(COC(=O)c1cccnc1Cl)c1ccc(Cl)cc1Cl	-0.5%	15
O=C(O)/C=C/c1cn(-c2ccccc2)nc1-c1ccc(-c2ccc([N+](=O)[O-])cc2)o1	1.6%	x
CCN(CC)c1ccc(CNc2nc3ccccc3n2CCN2CCCCC2)cc1	-4.5%	-12
N#Cc1nc(COc2cccc(Cl)c2)oc1NCc1ccco1	1.6%	9
Cc1ccc(-c2csc3nc(CSc4nnc(-c5ccc(Cl)cc5)n4C)[nH]c(=O)c23)cc1	-4.6%	10
Cc1nn(C)c(C(=O)Nc2ccc(Cl)c([N+](=O)[O-])c2)c1Cl	2.6%	x
CC(C)c1ccc(NC(=O)C2CC(=O)N=C(N)S2)cc1 (centres undefined)	-0.5%	-8
Cc1ccc(C)c(C(=O)COc2ncnc3ccccc23)c1	1.8%	-13
CC(=O)c1ccc(NS(=O)(=O)c2cccc(C)c2)cc1	-11%	-7
COc1ccccc1N1CCN(C(=O)C2C3C=CC4(CN(Cc5ccccc5Cl)C(=O)C24)O3)CC1 (centres undefined)	2.9%	-8
CN(c1ccccc1C(=O)Nc1cccc(C(F)(F)F)c1)S(C)(=O)=O	-1.0%	x
CCOc1ccccc1NC(=O)NC1(C(=O)N2CCN3CCCC3C2)CCCCC1 (centres undefined)	1.0%	x
NC(=O)C1CCN(C2OC(=O)c3ccccc32)CC1 (centres undefined)	1.1%	8
COCc1nnc(NC(=O)c2sc3ccccc3c2Cl)s1	1.3%	39
O=C(c1ccccc1F)N1CCCC(C(=O)N2CCc3ccccc3C2)C1 (centres undefined)	7.4%	8
O=C(/C=C/c1ccccc1)NCCSCc1ccccc1Cl	1.7%	1
Cc1ccc(S(=O)(=O)NNC(=O)CCC(=O)Nc2ccccc2)cc1	-2.8%	7
COc1ccc(CC(=O)NNc2ncnc3c2cnn3-c2ccc(C)cc2)cc1OC	-3.2%	4
Cc1ccc(C=NCc2ccncc2)c(O)c1	6.5%	-7
CC(=O)N1CCN(c2ccc(NC(=O)c3ccc(C(C)(C)C)cc3)cc2)CC1	9.3%	9
O=C(CCCCCN1C(=O)c2ccccc2C1=O)NCc1ccccn1	-1.0%	-2
Cc1ccc(S(=O)(=O)NC(C)C(c2cccs2)N2CCN(c3ccccc3)CC2)cc1 (centres undefined)	1.8%	6
CC1=Nc2cc(C(=O)NCCCOC(C)C)ccc2Sc2ccc(C)cc21	1.1%	6
CCOC(=O)C1=C(N)n2c(s/c(=C\c3ccco3)c2=O)=C(C(=O)OCC)C1c1ccco1 (centres undefined)	5.2%	-13
COc1cnn(-c2ccc(C)cc2)c(=O)c1Br	-2.4%	7
CN(C)C(=O)c1c(C(F)(F)F)nn(C)c1Cl	1.2%	4
C=CCN1C=C/C(=C\C=C(C#N)C#N)c2ccccc21	1.3%	-8
O=C1CN(CC(=O)NC(=O)NCc2ccccc2)CCN1	-7.7%	x
COc1cc2c(C#N)c(N3CCN(C)CC3)nc(N)c2c(N)n1	0.0%	-4
CC1(C)CC(O)C(C(O)c2cccc([N+](=O)[O-])c2)C(C)(C)N1 (centres undefined)	1.5%	x
CCCCOc1ccc(C(NC(=O)OCC)NC(=O)OCC)cc1	-7.5%	0
Cc1cccc(NC(=S)NCC2CCCO2)c1 (centres undefined)	-1.7%	66
CC(=O)N1N=C(c2cccc([N+](=O)[O-])c2)OC1c1ccc(Br)cc1 (centres undefined)	0.2%	-3
Cn1c(=O)n(Cc2ccccc2)c2ccccc21	-0.8%	-1

The closing 4 compounds of the section above open the next one.
SMILES	M. tuberculosis GlmU	RmlCD inh 1536
CCCCOc1ccc(C(NC(=O)OCC)NC(=O)OCC)cc1	-7.5%	0
Cc1cccc(NC(=S)NCC2CCCO2)c1 (centres undefined)	-1.7%	66
CC(=O)N1N=C(c2cccc([N+](=O)[O-])c2)OC1c1ccc(Br)cc1 (centres undefined)	0.2%	-3
Cn1c(=O)n(Cc2ccccc2)c2ccccc21	-0.8%	-1
COc1cc(OC)c(NC2c3ccccc3C(=O)N2c2cc(C)ccn2)cc1Cl (centres undefined)	-4.6%	-8
O=C(c1ccco1)N(Cc1ccc2c(c1)OCO2)Cc1cc2cc3c(cc2[nH]c1=O)OCO3	1.5%	6
CCOC(=O)Cn1nc(-c2ccc(Cl)cc2)ccc1=O	-1.1%	-2
CCCCN(C)Cc1c(C(=O)N2CCc3ccccc3C2)nc2ccc(Cl)cn12	3.5%	-3
COC(=O)c1c(N=CN(C)C)c(C#N)c2n1CCCC2	3.5%	x
Cc1nc(N2CCOCC2)nc(Oc2ccccc2)c1[N+](=O)[O-]	2.5%	6
CCCn1nc2cc(C(=O)NCc3ccccc3OC)ccc2c1OCC	-4.0%	x
CN(C)c1ccc(/C=C2/C(=N\O)C3CCN2CC3)cc1	8.7%	1
CN1C(=O)S/C(=C/c2cccn2-c2cccc(C(=O)O)c2)C1=O	-3.5%	13
O=C(COc1ncnc2ccccc12)N1CCN(c2ccccc2)CC1	-1.6%	x
CCOC(=O)/C(C(C)=O)=C1\OC(=O)c2ccccc21	3.2%	x
COc1cc(OC)c(-c2nn3c(-c4ccco4)nnc3s2)cc1OC	4.9%	-4

A section from the list above, as a working copy:
SMILES	M. tuberculosis GlmU	RmlCD inh 1536
CCOC(=O)Cn1nc(-c2ccc(Cl)cc2)ccc1=O	-1.1%	-2
CCCCN(C)Cc1c(C(=O)N2CCc3ccccc3C2)nc2ccc(Cl)cn12	3.5%	-3
COC(=O)c1c(N=CN(C)C)c(C#N)c2n1CCCC2	3.5%	x
Cc1nc(N2CCOCC2)nc(Oc2ccccc2)c1[N+](=O)[O-]	2.5%	6
CCCn1nc2cc(C(=O)NCc3ccccc3OC)ccc2c1OCC	-4.0%	x
CN(C)c1ccc(/C=C2/C(=N\O)C3CCN2CC3)cc1	8.7%	1
CN1C(=O)S/C(=C/c2cccn2-c2cccc(C(=O)O)c2)C1=O	-3.5%	13

More compounds
SMILES	M. tuberculosis GlmU	RmlCD inh 1536
CCc1nnc(NC(=O)C2Cc3ccccc3C(=O)O2)s1 (centres undefined)	-2.2%	6
CCCn1c(SCC(=O)Nc2cccc(NC(C)=O)c2)nnc1C(C)C	2.4%	x
COCCCNC(=S)N1CCCN(c2nc3cc(C)c(C)cc3cc2C#N)CC1	0.6%	x
Cn1c2ccccc2c2cnn(CC(=O)Nc3ccccc3Br)c(=O)c21	-2.5%	10
O=[N+]([O-])c1ccc(Nc2nc(N/N=C/c3cccc(F)c3)nc(N3CCCC3)n2)cc1	-6.3%	1
CCSc1nc2c(c(=O)[nH]1)C(c1ccncc1)C(C(=O)OC(C)C)=C(C)N2 (centres undefined)	-3.9%	9
O=C(Cn1cc2c(n1)CCCC2)Nc1cc(-c2cccc(Cl)c2)no1	1.5%	-5
Cc1cc(=O)n(CC(C)C)c(O)c1C#N	0.9%	x
Cn1c(=O)c2c(n3cnnc13)-c1ccccc1CC21CCCC1	3.7%	x
CCOc1ccc(OCC)c(NC(=O)c2[nH]c(C)c(C(C)=O)c2C)c1	-0.6%	0
COC(=O)c1ccccc1NC(=O)CN1CCC(C)CC1	1.0%	-8
CC(C)C(NC(=O)C1CCC(C(C)(C)C)CC1)C(=O)NCCCN1CCCCC1 (centres undefined)	-0.6%	-11
Cc1cc(C(=O)Nc2cccnc2Cl)on1	-0.4%	-5
Cn1c(SCc2nc3ccccc3c(=O)[nH]2)nc2ccccc21	-4.9%	-4
CN(C)S(=O)(=O)CC12CCC(CC1=O)C2(C)C (centres undefined)	4.2%	x
C/C(=N/O)c1cc(C(C)(C)C)c(O)c(C(C)(C)C)c1	-7.0%	9
CCC1CCc2c(sc3ncnc(N4CCOCC4)c23)C1 (centres undefined)	0.6%	52
Cc1csc(NC(=O)c2ccc(Cl)cc2[N+](=O)[O-])n1	-5.7%	9
COc1nc(OCC#N)nc(N2CCCCC2)n1	-3.6%	-8
Cc1cc(C)nc(NC(=O)c2ccc(Cl)c([N+](=O)[O-])c2)n1	2.7%	4
O=C(N1CCCC1)C(F)(F)Oc1ccc(F)cc1	0.9%	1
CCOc1ccc(C(Nc2ccc(C)cc2)P2(=O)OCCCO2)cc1 (centres undefined)	2.1%	-8
O=C(NC1C(=O)NNC1c1ccccc1)c1ccc(F)cc1 (centres undefined)	0.1%	3
CC(C)(C)N=C1NN=C(c2cc3ccccc3o2)CS1	0.8%	10
CCc1n[nH]c(=O)n1Cn1c(CC)n[nH]c1=O	-1.9%	4
Cc1ccc(NC(=O)C2CCN(C(=O)c3ccccc3C)CC2)cc1	-3.9%	-15
C=CCOn1c(=O)c(-c2ccccc2)[n+]([O-])c2ccccc21	-4.5%	9
Cc1ccc(-c2c3c(=O)n(C)c(=O)n(C)c3cn2Cc2ccccn2)cc1	2.8%	10
COc1ccc(NC(=O)c2ccc(S(=O)(=O)C(F)F)cc2)c(OC)c1	4.3%	4
CCN(c1ccccc1)S(=O)(=O)c1ccc(NC(=S)NC(=O)c2cccs2)cc1	-2.7%	6
CN(C)/C=N/NC(=O)c1ccccc1Cl	7.3%	33
CS(=O)(=O)N1CCN(c2ccccc2NC(=O)c2ccc3ccccc3c2)CC1	2.6%	x
O=C(NCc1ccccn1)C1CCN(Cc2cnn(-c3ccccc3)c2-n2cccc2)CC1	4.1%	-13
CC1CCc2c(sc(NC(=O)CN3CCN(C(=O)c4ccco4)CC3)c2C#N)C1 (centres undefined)	0.9%	-3
COc1ccc(-c2cc(=O)oc3cc(OC(C)C(=O)O)ccc23)cc1 (centres undefined)	0.4%	17
CCCc1nnc(NC(=O)CCCC(=O)O)s1	-3.8%	31

Some of the entries so far, with two lines to a compound:
Order of results – M. tuberculosis GlmU	RmlCD inh 1536
CCN(c1ccccc1)S(=O)(=O)c1ccc(NC(=S)NC(=O)c2cccs2)cc1
  -2.7%	6
CN(C)/C=N/NC(=O)c1ccccc1Cl
  7.3%	33

The list goes on:
SMILES	M. tuberculosis GlmU	RmlCD inh 1536
COC(=O)/C=C1\N/C(=N\c2nc(C)cc(C)n2)N(c2ccc(C)cc2)C1=O	-3.8%	8
CCN(CC)c1ccc(C(=O)OCC(=O)NCC2CCCO2)cc1 (centres undefined)	x	11
Cc1ccnc(SCCn2c(N3CCN(Cc4ccccc4)CC3)nc3c2c(=O)[nH]c(=O)n3C)n1	-5.9%	6
CC1CN(C(=O)Nc2ccccc2)c2ccccc2-[n+]2ccsc21 (centres undefined)	0.5%	-1
COc1cccc(-c2nc(CS(=O)(=O)CC(=O)NCCCN3CCc4ccccc4C3)c(C)o2)c1	7.3%&-4.9%	3
Cc1cc(C)c2c(NC(=S)NC(=O)c3ccccc3)nn(C)c2n1	-0.6%	5
O=C(Nc1ncccc1Cl)c1ccc2c(c1)OCCO2	-0.9%	0
COc1ccccc1/C=N/NC(=O)c1csc(C)c1C	-1.0%	x
c1ccc(C2=Nn3c(nnc3-c3ccncc3)SC2)cc1	x	6
Cc1cc(C)cc(C(=O)NC(CC(N)=O)c2ccc(NC3CCCCC3)c([N+](=O)[O-])c2)c1 (centres undefined)	-4.3%	x
C=CCn1c(C)cc(C(=O)COC(=O)C2CC(=O)N(Cc3ccccc3)C2)c1C (centres undefined)	2.3%	x
COc1ccc(C2/C(=C(/O)c3ccc(C)cc3)C(=O)C(=O)N2CC2CCCO2)cc1OC (centres undefined)	2.3%	-10

Overlap with the part before: two compounds; new compounds follow.
SMILES	M. tuberculosis GlmU	RmlCD inh 1536
C=CCn1c(C)cc(C(=O)COC(=O)C2CC(=O)N(Cc3ccccc3)C2)c1C (centres undefined)	2.3%	x
COc1ccc(C2/C(=C(/O)c3ccc(C)cc3)C(=O)C(=O)N2CC2CCCO2)cc1OC (centres undefined)	2.3%	-10
Cc1ccc2c(c1)NC(=O)C(CC(=O)NCCCN1CCCC1=O)O2 (centres undefined)	2.0%	x
COc1ccc(/C=C/C(=O)c2ccc[nH]2)c(OC)c1OC	-2.4%	x
CCOC(=O)/C(C#N)=C/c1c(Oc2cccc(C)c2)nc2c(C)cccn2c1=O	-3.1%	-13
COc1cc(C2CC(=O)Oc3c(C(CCN4CCN(c5ccccc5)CC4)c4ccc(N(C)C)cc4)c(OC)cc(OC)c32)cc(OC)c1OC (centres undefined)	0.8%	x
O=C(COC(=O)c1ccc(Cl)nc1)c1ccc2c(c1)OCCO2	1.5%	1
Cc1ccc(/C=C/C(=O)Nc2cc(S(=O)(=O)N3CCCCCC3)ccc2OCC(F)(F)F)o1	1.4%	-12

Not all compounds are listed, so the mix of outcomes need not match the whole.
